CHOP UPR activ: activators of apoptotic arm of unfolded protein response (CHOP). CHO-CHOP luciferase reporter, UPR activation, luminescence; percent of tunicamycin response over DMSO baseline. activation, % at 10 µM. 330,000 compounds, 0.34% hits;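 active = at 10 µM dose, activation of 40% or more, normalized to positive control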;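 also: 100% = tunicamycin at 10 µg/mL and 0% = DMSO alone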
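measured by = luciferase luminescence | assay system = CHO-CHOP cells, stable luciferase reporter of PERK-eIF2a-CHOP signalling | amount = 500 reporter cells seeded per well | timing = 6 h compound exposure at 37 °C after overnight seeding | controls = positive tunicamycin 10 µg/mL, negative DMSO alone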
TIM10 inh: TIM10 yeast growth inhibition | 330,000 compounds, 1.4% hits | AID 463195 | inhibition, % at 10 µM | S. cerevisiae TIM10 strain growth, BacTiter-Glo luminescence, 24 h;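 active = inhibition of 40% or more at the single tested concentration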;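 also: wild-type TIM10 isogenic control strain grown at permissive 25 °C; 0% = DMSO yeast wells and 100% = minimal medium wells without yeast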
Mdm2 MdmX PPI: human Mdm2/MdmX binding inhibition | inhibition, % at 8 µM | 330,000 compounds, 3% hits | SaOS-2 split-luciferase Mdm2/MdmX complementation, luminescence | O15151+Q00987 | AID 485346;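 active = inhibition of at least 50% at 8 µM in the primary screen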
Target sequence (O15151 whole entry, looked up): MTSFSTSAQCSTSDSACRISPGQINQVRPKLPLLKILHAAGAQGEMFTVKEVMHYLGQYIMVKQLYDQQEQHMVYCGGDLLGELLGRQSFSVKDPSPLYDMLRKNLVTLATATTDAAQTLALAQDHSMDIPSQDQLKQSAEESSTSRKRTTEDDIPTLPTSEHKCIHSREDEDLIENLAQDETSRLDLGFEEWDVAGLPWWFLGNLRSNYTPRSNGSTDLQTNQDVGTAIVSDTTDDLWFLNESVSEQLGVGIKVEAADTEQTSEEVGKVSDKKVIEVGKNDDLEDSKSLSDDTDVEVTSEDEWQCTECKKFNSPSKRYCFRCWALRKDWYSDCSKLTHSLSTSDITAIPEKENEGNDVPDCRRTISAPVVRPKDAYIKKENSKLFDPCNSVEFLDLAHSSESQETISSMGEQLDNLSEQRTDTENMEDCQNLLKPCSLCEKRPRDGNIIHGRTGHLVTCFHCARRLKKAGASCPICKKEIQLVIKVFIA
Target sequence (Q00987 whole entry, looked up): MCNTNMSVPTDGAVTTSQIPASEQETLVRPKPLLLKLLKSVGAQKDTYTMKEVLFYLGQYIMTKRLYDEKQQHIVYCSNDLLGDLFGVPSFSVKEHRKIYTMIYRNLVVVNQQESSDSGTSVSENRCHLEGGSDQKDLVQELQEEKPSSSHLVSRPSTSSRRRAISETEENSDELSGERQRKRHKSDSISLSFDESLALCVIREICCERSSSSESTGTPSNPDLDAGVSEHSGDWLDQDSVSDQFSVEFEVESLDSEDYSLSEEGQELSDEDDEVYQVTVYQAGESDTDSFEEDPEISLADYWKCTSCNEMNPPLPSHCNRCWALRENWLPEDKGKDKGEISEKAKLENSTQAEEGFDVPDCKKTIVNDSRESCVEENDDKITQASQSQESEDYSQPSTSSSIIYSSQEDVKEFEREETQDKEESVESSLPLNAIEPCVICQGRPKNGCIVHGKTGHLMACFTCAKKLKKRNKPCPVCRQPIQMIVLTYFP
tim10-1 inh: inhibits growth of tim10-1 mutant yeast | inhibition, % at 20 µM | S. cerevisiae tim10-1 ts strain growth, BacTiter-Glo, 24 h | 330,000 compounds, 2.2% hits;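 active = inhibition of at least 40%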;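 also: mutant grown at 25 °C; 0% = DMSO wells with yeast and 100% = wells holding no yeast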
APJ antagonist: antagonists of human APJ apelin receptor; inhibition, % at 20 µM; 330,000 compounds, 0.32% hits; CHO-K1 APJ beta-arrestin complementation, luminescence; P35414; AID 2521;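 active = inhibition above about 40% at 20 µM, limit read from the data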;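 also: cells challenged with 10 nM apelin-13 agonist together with compound; plate controls were apelin-13 plus DMSO wells for no effect and DMSO wells lacking apelin-13 for full effect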
tim23-1 inh: tim23-1 yeast growth inhibition; S. cerevisiae tim23-1 growth, BacTiter-Glo luminescence, 24 h; inhibition, % at 20 µM; 330,000 compounds, 1.3% hits;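 active = growth inhibition of the mutant yeast at or above 50%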;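 also: temperature-sensitive mutant grown at 25 °C; plate controls were DMSO-treated mutant yeast for no effect and medium wells lacking yeast for full effect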
CXCR6 inh: inhibitors of human CXCR6 receptor; inhibition, % at 20 µM; CHO-K1 PathHunter CXCR6 beta-arrestin, luminescence; 360,000 compounds, 0.36% hits; in the data active = inhibition above about 34%, passing the limit was not always enough;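 also: antagonist mode with CXCL16 agonist at 10 nM final; 0% = 10 nM CXCL16 with DMSO and 100% = unstimulated wells without agonist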
XBP1 UPR activ: activators of adaptive arm of unfolded protein response (XBP1) | 330,000 compounds, 0.33% hits | CHO-XBP1 luciferase reporter, IRE1-XBP1 UPR activation, luminescence; percent of tunicamycin response, DMSO as zero | activation, % at 20 µM;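 active = versus positive control, 20 µM dose yields 30% or more activation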;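 also: 100% = tunicamycin at 10 µg/mL and 0% = DMSO only wells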
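Assay system: CHO-XBP1 luciferase reporter cells; Schedule: 6 h treatment, 37 °C; Detection: glow luminescence from Steady-Glo reagent; Benchmarks: high control tunicamycin 10 µg/mL final, low control DMSO vehicle only.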
APJ agonist: agonists of human APJ apelin receptor. activation, % at 20 µM. 330,000 compounds, 0.11% hits. CHO-K1 APJ PathHunter beta-arrestin, luminescence; 0% DMSO wells, 100% apelin. AID 2520. P35414;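 active = activation more than six SD over the plate average, tested at 20 µM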;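 also: 0% = DMSO alone and 100% = apelin-13 at 10 nM; some results filed as inactive read as strong as hits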
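assay system = CHO-K1 APJ beta-arrestin complementation cell line | input = cell density 1000 per well | dosing = compound 20 µM once, DMSO 1% | timing = compound 90 min 25 °C, reagent 1 h | measured by = luminescence from split beta-galactosidase complementation, Galacton Star/Emerald II substrate | read-out basis = APJ agonist activity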
The depositor's hits bear a star; nt = not tested or not shown.

SMILES	CHOP UPR activ	TIM10 inh	Mdm2 MdmX PPI	tim10-1 inh	APJ antagonist	tim23-1 inh	CXCR6 inh	XBP1 UPR activ	APJ agonist
CCCCN(C(=O)C1CCN(C(=O)c2ccccc2C)CC1)c1c(N)n(CCCC)c(=O)[nH]c1=O	1.9	1	14	0	13	-3	8	-4	-4
O=C(/C=C/c1ccco1)N1CCCC(c2ccccc2)C1 (stereo unspecified)	3.2	18	22	33	19	20	7	1	-5
CCN1CCN(CC(=O)c2c[nH]c3ccccc23)CC1	-0.7	10	-6	14	-3	26	0	0	-5
Cc1noc(NC(=O)c2ccccc2Cl)c1C#N	-0.9	-6	7	-7	0	12	-3	1	-3
O=C(CNCc1cccs1)NC12CC3CC(CC(C3)C1)C2	0.5	-2	11	15	-25	15	-22	-2	-3
Cn1c(=O)cc(SCC(=O)NCC2COc3ccccc3O2)c2ccccc21 (stereo unspecified)	0.0	-19	14	24	-12	14	1	-2	-4
CCOc1ccc(CCNC(=O)c2cccc(NC3=NC4CS(=O)(=O)CC4S3)c2)cc1OCC (stereo unspecified)	-1.1	-2	-7	10	-23	10	-2	-5	-2
O=C(NCCSc1c[nH]c2ccccc12)c1ccc(Br)o1	-2.9	9	37	31	12	34	4	-1	-3
CCOc1ccc(S(=O)(=O)NCCC(=O)NC2CCCCC2)cc1	-1.7	1	2	-8	2	-7	-6	-1	2
CC12CC3CC(C)(C1)CC(C(=O)NCc1ccco1)(C3)C2	-1.4	22	-5	34	0	30	-2	-2	-2
CC[C@H](C)[C@@H](C(=O)NCCCCCCCCCCC(=O)N1CCNCC1)n1cc(CCCCN=C(N)N)nn1	0.8	-3	8	1	6	11	-1	2	-2
c1ccc(-n2nnnc2N2CCOCC2)cc1	-0.4	0	10	-1	15	19	7	-4	-2
Oc1ccc(/C=N/Nc2ccc3ccccc3c2)c(O)c1	-0.2	28	42	21	-16	26	-1	0	-2
COc1ccc(C2c3ccc(O)cc3Oc3ncn(CC(C)C)c(=N)c32)cc1 (stereo unspecified)	-1.1	8	37	13	2	-11	0	1	-2
COc1ccccc1NC(=O)c1ccc(S(=O)(=O)N2CCCC(C)C2)cc1 (stereo unspecified)	-0.8	-5	12	7	7	25	-1	-6	-3
Nc1cc(=O)nc(SCc2ccccc2)n1Cc1ccco1	-2.5	2	26	8	-4	15	-6	2	-3
CN(C)S(=O)(=O)c1cc(NC(=O)COC(=O)CC2CC3CCC2C3)ccc1Cl (stereo unspecified)	1.9	1	-12	-6	15	11	2	-3	-1
COCCCn1c(=O)c2ccccc2n(Cc2ccccc2C)c1=O	0.8	16	9	11	12	12	7	-5	-4
O=C(/C=C/c1ccc(N2CCOCC2)cc1)c1ccccc1	1.6	39	-33	36	6	35	0	3	1
CC(=O)c1sc(NC(=O)CSCc2c(C)noc2C)nc1-c1ccccc1	0.8	8	15	25	3	18	0	-3	-4

Retrieved by compound from the list above (6):
SMILES	CHOP UPR activ	TIM10 inh	Mdm2 MdmX PPI	tim10-1 inh	APJ antagonist	tim23-1 inh	CXCR6 inh	XBP1 UPR activ	APJ agonist
CC[C@H](C)[C@@H](C(=O)NCCCCCCCCCCC(=O)N1CCNCC1)n1cc(CCCCN=C(N)N)nn1	0.8	-3	8	1	6	11	-1	2	-2
c1ccc(-n2nnnc2N2CCOCC2)cc1	-0.4	0	10	-1	15	19	7	-4	-2
CN(C)S(=O)(=O)c1cc(NC(=O)COC(=O)CC2CC3CCC2C3)ccc1Cl (stereo unspecified)	1.9	1	-12	-6	15	11	2	-3	-1
Oc1ccc(/C=N/Nc2ccc3ccccc3c2)c(O)c1	-0.2	28	42	21	-16	26	-1	0	-2
CC(=O)c1sc(NC(=O)CSCc2c(C)noc2C)nc1-c1ccccc1	0.8	8	15	25	3	18	0	-3	-4
O=C(/C=C/c1ccc(N2CCOCC2)cc1)c1ccccc1	1.6	39	-33	36	6	35	0	3	1

Later entries.
SMILES	CHOP UPR activ	TIM10 inh	Mdm2 MdmX PPI	tim10-1 inh	APJ antagonist	tim23-1 inh	CXCR6 inh	XBP1 UPR activ	APJ agonist
CC(C)(C)OC(=O)NC(Cc1ccccc1)C(=O)O (stereo unspecified)	0.6	-10	14	11	-3	4	-6	-2	-4
CC1CCC(=O)N(CCC#N)CC1 (stereo unspecified)	-1.8	-4	16	-19	-42	1	-4	-1	-3
COCCCNC(NC(=O)c1ccc(C)cc1)C(Cl)(Cl)Cl (stereo unspecified)	0.3	-9	33	-11	16	-9	-1	0	-2
CCCCC1(Cc2cccc([N+](=O)[O-])c2)C(=O)N(c2ccccc2)N(c2ccccc2)C1=O	9.0	32	25	26	31	14	-3	1	-2
O=[N+]([O-])c1ccccc1Nc1nc(-c2cccnc2)cs1	5.0	1	-26	-40	15	14	0	5	0
N#Cc1c(NC(=O)CSc2ncn[nH]2)sc2c1CCCC2	-6.2	15	34	10	28	6	-8	-2	-6
Cc1cccc(OC2(c3ccccc3)OC(=O)c3ccccc32)c1C (stereo unspecified)	-0.7	9	24	32	8	4	-3	0	-4
O=C(NCCN1CCCC1)c1cc(-c2ccncc2)nc2ccc(S(=O)(=O)N3CCOCC3)cc12	-3.3	5	-3	5	18	-2	-1	-3	-1
COc1ccccc1NC(=O)CCN1CCN(c2ccc(Cl)cc2)CC1	2.9	3	-18	-4	-4	12	11	-1	-1
CCOC(=O)CCCNC(=O)CN1C(=O)NC(c2ccccc2)(c2ccccc2)C1=O	0.1	-13	16	2	6	16	2	7	0
CCOC(=O)c1c(NC(=O)OC)sc2c1CCC2	0.8	24	-5	21	5	21	-3	-2	1
O=C(Nc1cccnc1Cl)c1cc(-c2ccc(Cl)cc2)on1	16	-12	54*	-5	5	-2	-14	22	2
O=C(/C=C/C=C/c1ccccc1)CC1(O)C(=O)N(CCc2ccccc2)c2ccccc21 (stereo unspecified)	-0.8	27	53*	45*	7	41	4	-1	2
COc1ccc(N(C(=O)c2ccco2)C(C(=O)NC2CCCC2)c2cccnc2)c(OC)c1 (stereo unspecified)	1.4	-6	-22	6	12	16	1	3	2
CC(NC(=O)c1ccccc1)C(=O)N/N=C/c1ccccc1 (stereo unspecified)	-1.1	-11	3	-16	1	-17	-8	-2	-2
COc1cc(OC)c(S(=O)(=O)Nc2ccc(C(=O)O)cc2)cc1S(=O)(=O)Nc1ccc(C(=O)O)cc1	2.3	12	-11	-15	22	3	5	3	-4
COc1ccccc1C1C(C#N)=C(N)Oc2c1c(-c1ccccc1)nn2-c1ccccc1 (stereo unspecified)	0.3	30	4	41*	3	43	4	0	2
C#CCOCCOCCOCCNc1nc(N2CCN(C(=O)C([C@@H](C)CC)n3cc(C(N)COC(=O)C(F)(F)F)nn3)CC2)nc(N2CCN(C(=O)[C@H](Cc3ccc(O)cc3)n3cc(C(N)[C@H](C)CC)nn3)CC2)n1 (stereo partly specified)	0.3	2	16	7	20	8	nt	0	0
CCN(CC)c1ccc(NC(=O)CN2CCN(CC(=O)Nc3ccc(OC)cc3)CC2)cc1	0.2	-36	19	-18	11	-62	2	-1	-3
CCOC(=O)c1c(C)[nH]c(C(=O)OCC(=O)NCc2ccc(F)cc2)c1C	-0.9	-5	78*	-10	4	-9	-3	-1	-2

Arranged by count of non-hydrogen atoms (lowest first): some entries from above
SMILES	CHOP UPR activ	TIM10 inh	Mdm2 MdmX PPI	tim10-1 inh	APJ antagonist	tim23-1 inh	CXCR6 inh	XBP1 UPR activ	APJ agonist
CC(NC(=O)c1ccccc1)C(=O)N/N=C/c1ccccc1 (stereo unspecified)	-1.1	-11	3	-16	1	-17	-8	-2	-2
COc1ccccc1C1C(C#N)=C(N)Oc2c1c(-c1ccccc1)nn2-c1ccccc1 (stereo unspecified)	0.3	30	4	41*	3	43	4	0	2
C#CCOCCOCCOCCNc1nc(N2CCN(C(=O)C([C@@H](C)CC)n3cc(C(N)COC(=O)C(F)(F)F)nn3)CC2)nc(N2CCN(C(=O)[C@H](Cc3ccc(O)cc3)n3cc(C(N)[C@H](C)CC)nn3)CC2)n1 (stereo partly specified)	0.3	2	16	7	20	8	nt	0	0

Following part.
SMILES	CHOP UPR activ	TIM10 inh	Mdm2 MdmX PPI	tim10-1 inh	APJ antagonist	tim23-1 inh	CXCR6 inh	XBP1 UPR activ	APJ agonist
COc1ccc(NC(=O)OC(C)C)cc1	0.5	-19	-27	8	-8	14	-2	-1	-3
C#CCSc1cc(C(F)(F)F)nc(-c2ccccn2)n1	0.4	14	21	12	-8	25	7	-1	-5
COc1ccc(/C=C2\CCCC3C2=NN(C(=O)CSc2ncn[nH]2)C3c2ccc(OC)cc2)cc1 (stereo unspecified)	0.6	17	37	12	0	20	8	-4	-1
Cc1ccc(-c2cc(C(=O)NCc3cnn(C)c3)c3cc(Br)ccc3n2)cc1	4.8	-16	27	35	-11	4	4	4	-3
COc1cc(/C=N/NC(=O)c2ccccn2)ccc1OC(=O)c1cccs1	4.9	-17	7	-2	13	21	-12	-1	1
O=C(Nc1scc(-c2ccccc2)c1C(=O)O)c1ccccc1F	3.7	29	13	18	-6	58*	-3	-2	-2
CCC(Sc1nc(N)c(NC(=O)c2ccc(Br)o2)c(=O)[nH]1)C(=O)O (stereo unspecified)	3.0	10	-1	-17	0	-8	-1	1	5
Cc1ccc(-c2nsc(SCC(=O)Nc3ccc4c(c3)OCO4)n2)cc1	-1.2	3	-246	14	12	-1	0	0	-1
CCN(CC)S(=O)(=O)c1cc(NS(=O)(=O)c2cccc(Cl)c2Cl)ccc1C	-0.8	2	17	20	0	28	-1	-2	-4
Cc1nn(C(=O)c2ccco2)c(C)c1CN1C(=O)c2ccccc2C1=O	-2.3	-8	16	-15	16	9	3	3	0

Look-ups from the results shown:
`Cc1nn(C(=O)c2ccco2)c(C)c1CN1C(=O)c2ccccc2C1=O` in APJ antagonist is entered as 16
`COc1ccc(/C=C2\CCCC3C2=NN(C(=O)CSc2ncn[nH]2)C3c2ccc(OC)cc2)cc1` (stereo unspecified) in CXCR6 inh is entered as 8
`O=C(Nc1scc(-c2ccccc2)c1C(=O)O)c1ccccc1F` in CHOP UPR activ is entered as 3.7
`COc1cc(/C=N/NC(=O)c2ccccn2)ccc1OC(=O)c1cccs1` in CXCR6 inh is entered as -12

Continuation:
SMILES	CHOP UPR activ	TIM10 inh	Mdm2 MdmX PPI	tim10-1 inh	APJ antagonist	tim23-1 inh	CXCR6 inh	XBP1 UPR activ	APJ agonist
Cc1nc(NCC2CCCO2)nc2c1C(=O)CC(C)(C)C2 (stereo unspecified)	-0.7	-17	-4	10	17	9	7	1	0
Cc1ccccc1-c1nc(S(=O)(=O)c2ccccc2)c(NCCCN2CCOCC2)o1	-0.1	9	-9	10	6	15	4	0	-3
COc1cccc(C(=O)Nc2cccc3ccccc23)c1	1.6	9	5	9	5	30	-2	-5	0
COc1ccc(Oc2nc(C)nc3c2oc2ccccc23)cc1	-0.5	21	9	17	-10	19	5	2	-2
CS(=O)(=O)N1CCN(c2ccccc2NC(=O)c2ccc(Cl)cc2)CC1	0.1	-8	-22	8	5	5	5	-4	6
CC1CCc2nc3ccc(S(=O)(=O)N4CCC(C(=O)N5CCCCC5)CC4)cc3c(C(=O)O)c2C1 (stereo unspecified)	-0.2	2	1	9	9	4	3	-4	-3

High-throughput results deposited in PubChem by Sanford-Burnham Center for Chemical Genomics.

Only part of the results is shown; rates above refer to the full screens.
